Myeloid diff MLP – compounds promoting myeloid differentiation | calls only at 10 µM | hit rate 1% among 360,000 | ER-HoxA9 myeloid progenitors, lysozyme-GFP differentiation, flow cytometry;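 active means normalized GFP-positive differentiation at or above the plate's own cutoff, the solvent-only control mean plus 3 SD; inconclusive means no clear call, values can overlap the other calls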;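 further: cells exposed to compound for four days before flow analysis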
Siah-1 displacement – Siah-1 peptide-binding antagonists, primary screen, biochemical, fluorescence polarization, rhodamine-plectin, uHTS (AID 1817) | Siah-1 / rhodamine-plectin peptide fluorescence polarization; higher % means a stronger effect | displacement, % at 20 µM, or IC50 in µM where a hit was titrated | hit rate 0.02% among 290,000;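 active means displacement of at least 50% at 20 µM, with a fluorescence ratio check between 0.3 and a set limit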;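 further: plate controls were Siah plus tracer with DMSO for no effect and tracer alone without Siah for full effect; strong numbers were not always called active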
XIAP displacement – XIAP antagonists, biochemical, IAP family, fluorescence polarization (AID 1018); XIAP BIR domain, fluorescence polarization peptide displacement; higher % means a stronger effect; hit rate 0.007% among 200,000; one-dose displacement, % at 20 µM; IC50 in µM for titrated hits; in the data active means displacement above about 50%; further: a part of the inactive calls stands beside numbers as strong as those of hits
Hep lipid drop – modulators of hepatic lipid droplet formation; AML12 mouse hepatocytes, oleate lipid droplets, BODIPY imaging; inhibition, % at 6.5 µM; hit rate 0.4% among 240,000;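 active means lipid droplet intensity inhibited by at least 50%, with more than 500 cells counted; inconclusive means wells with under 300 cells, treated as cytotoxic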
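Material – mouse AML12 hepatocyte cell line, fixed after treatment · Compound dosing – one dose, 6.5 µM compound · Times – compound with oleate, overnight · Measured by – Image-based BODIPY and DAPI two-channel analysis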
NOD2 inhibition – NOD2 signaling inhibitors, cell-based, luminescence, uHTS, HEK293 (AID 1566). HEK293 NOD2/NF-kB luciferase reporter, luminescence; higher % means a stronger effect. one-dose inhibition, % at 4 µM; EC50 in µM for titrated hits. hit rate 0.63% among 290,000; further: many of its hits are not listed in these tables
AID2073 – disruptors of CaV2.2 binding to Mint1 – biochemical, HTRF (AID 2073). HTRF protein-protein interaction, Mint1-CaV2.2; higher % means a stronger effect. inhibition, % at 20 µM, or IC50 in µM where a hit was titrated. hit rate 0.19% among 290,000; in the data active means inhibition mostly above about 51%, no sharp cut-off; inconclusive means no clear call, values can overlap the other calls; inactive means mostly below about 53%; further: some results filed as inactive read as strong as hits
LYP inhibition – PTPN22 lymphoid phosphatase activity blockers – biochemical, fluorescence intensity, uHTS (AID 1779) | recombinant LYP phosphatase, fluorescence intensity; higher % means a stronger effect | hit rate 0.054% among 290,000 | inhibition, % at 11.5 µM, or IC50 in µM where a hit was titrated;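 further: plate controls were vehicle with enzyme for no effect and no enzyme for full effect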
HIV fusion peptide – cell-free HIV fusion peptide-binding blockers – biochemical, uHTS, fluorescence dequenching, primary screen (AID 1986); hit rate 0.3% among 290,000; cell-free peptide binding, fluorescence dequenching, 30 min; higher % means a stronger effect; inhibition, % at 20 µM; hits with a dose series show IC50 in µM; in the data active means inhibition mostly above about 52%, no sharp cut-off; inactive means mostly below about 76%; further: some results filed as inactive read as strong as hits
Dengue-2 NS5 capping – Dengue-2 NS5 methyltransferase inhibitors, primary screen, biochemical, confirmation dose response (AID 588689); hit rate 0.3% among 340,000; inhibition, % at 25 µM; hits with a dose series show IC50 in µM; Dengue-2 NS5 methyltransferase capping enzyme assay, biochemical; higher % means a stronger effect; in the data active means a potency from the dose series; inconclusive means inhibition above about 29% without an active follow-up result
Hep lipid drop cells 6.5 µM – also measured in Hep lipid drop; calls as there; cell count; measured here: cell count, cytotoxicity flag;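 cells counted across two imaged fields per well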
Myeloid diff MLP GFP+ MAC1+ % – second read-out of Myeloid diff MLP, no call of its own (marks repeat the call); GFP+ MAC1+ double positive, %; measured here: differentiation confirmed by MAC1 staining
* hit, by the source's call; i = inactive; ? = inconclusive; . = no result given. Unless noted, no stated cut-off is given here; in the data, active means inhibition above about 50%; inactive means the rest.

Second line of a record – Myeloid diff MLP	Myeloid diff MLP GFP+ MAC1+ %	Siah-1 displacement	XIAP displacement	Hep lipid drop	Hep lipid drop cells 6.5 µM	NOD2 inhibition	AID2073	LYP inhibition	HIV fusion peptide	Dengue-2 NS5 capping
O=C(O)Cn1c(CCS(=O)(=O)c2ccc(Br)cc2)nc2ccccc21
  i	0.7	8%	-2.9%	12	691	31%	6%	-3%	0.0%	-2%
Brc1cc2c(cc1CSc1ncccn1)OCO2
  ?	.	0%	.	12	786	5%	13%	-10%	0.4%	1%
N#CC12C(N)=NC3(OCCO3)C1(C#N)C1=C(CCC1)NC2c1ccccc1 (configuration not stated)
  i	0.9	0%	-5.2%	.	.	9%	4%	-4%	-1.9%	12%
COc1ccc(C(=O)N2CCN(CCc3ccccn3)CC2)cc1
  i	0.6	0%	.	-1	847	-1%	14%	-11%	0.7%	-8%
Cc1ccc(NC(=O)Cn2ncc3ccccc32)c(Cl)c1
  i	1.6	-6%	.	8	821	14%	6%	-5%	-1.3%	7%
CCN(CC)c1ccc(S(=O)(=O)N(CC)CC)cc1NC(=O)c1cccnc1
  i	0.2	1%	-3.5%	-3	645	19%	0%	-9%	-0.7%	0%
O=S(=O)(Cc1cc(NCc2ccccc2)nc(-c2ccccn2)n1)c1ccccc1
  i	0.4	-1%	-7.0%	-7	698	10%	-7%	2%	-1.6%	2%
Fc1cccc2sc(Nc3nnc(-c4ccccc4)o3)nc12
  i	0.3	21%	-3.6%	-10	723	-132%	38%	-10%	7.2%	50µM*
O=C(CCCOc1ccc(Cl)cc1Cl)NCCc1nnc2ccccn12
  i	0.9	0%	.	-12	723	13%	5%	-7%	-0.5%	2%
CN(CC(=O)Nc1cc(Cl)cc(Cl)c1)Cc1cccs1
  i	0.4	-5%	.	0	868	-3%	4%	-4%	-1.8%	-2%

Part of the list above, reformatted.
structure	Myeloid diff MLP	Myeloid diff MLP GFP+ MAC1+ %	Siah-1 displacement	XIAP displacement	Hep lipid drop	Hep lipid drop cells 6.5 µM	NOD2 inhibition	AID2073	LYP inhibition	HIV fusion peptide	Dengue-2 NS5 capping
COc1ccc(C(=O)N2CCN(CCc3ccccn3)CC2)cc1	i	0.6	0%	.	-1	847	-1%	14%	-11%	0.7%	-8%
Cc1ccc(NC(=O)Cn2ncc3ccccc32)c(Cl)c1	i	1.6	-6%	.	8	821	14%	6%	-5%	-1.3%	7%
CCN(CC)c1ccc(S(=O)(=O)N(CC)CC)cc1NC(=O)c1cccnc1	i	0.2	1%	-3.5%	-3	645	19%	0%	-9%	-0.7%	0%
O=S(=O)(Cc1cc(NCc2ccccc2)nc(-c2ccccn2)n1)c1ccccc1	i	0.4	-1%	-7.0%	-7	698	10%	-7%	2%	-1.6%	2%
Fc1cccc2sc(Nc3nnc(-c4ccccc4)o3)nc12	i	0.3	21%	-3.6%	-10	723	-132%	38%	-10%	7.2%	50µM*

(next part)
Second line of a record – Myeloid diff MLP	Myeloid diff MLP GFP+ MAC1+ %	Siah-1 displacement	XIAP displacement	Hep lipid drop	Hep lipid drop cells 6.5 µM	NOD2 inhibition	AID2073	LYP inhibition	HIV fusion peptide	Dengue-2 NS5 capping
O=C(CSc1nnc2scc(-c3ccccc3)n12)NCc1ccc2c(c1)OCO2
  i	0.9	-3%	-3.0%	-4	745	12%	4%	-7%	-0.5%	-3%
COc1ccc(C(=O)C2CCCN(C(=O)c3ccc(F)cc3)C2)cc1OC (configuration not stated)
  i	0.7	12%	.	-1	838	18%	2%	-10%	1.0%	-2%
Cc1cccc(C)c1NC(=O)/C(=C/c1ccco1)c1ccccc1
  i	1.4	4%	-4.2%	-19	758	-2%	60%	6%	6.4%	-8%
CN(C(=O)c1coc(=O)c2ccccc12)c1ccc(Br)cc1
  i	0.3	-2%	-9.7%	10	642	0%	-5%	-6%	-2.5%	2%
O=S1(=O)CC/C(=N\Nc2ccccc2)c2ccsc21
  i	0.0	2%	-2.0%	11	621	14%	-9%	4%	-1.6%	-13%
CC(C)(O)C#Cc1ccc(CN2CCN(C3CCCC3)C(CCO)C2)cc1 (configuration not stated)
  i	0.4	-5%	-12%	-4	723	2%	-3%	-11%	-0.5%	-7%
CSCC[C@H](NC(=O)[C@@H]1Cc2ccccc2CN1)C(=O)NC1CCCC1
  i	1.4	1%	.	5	723	-7%	9%	-9%	1.1%	3%
O=[N+]([O-])c1ccc(Cl)c(C[n+]2cccc3ccccc32)c1
  i	0.4	3%	.	-8	799	8%	-6%	-2%	13%	.
CCOC(=O)C1(Cc2ccc(OC)cc2)CCN(C(=O)CC2CCC(=O)N2)CC1 (configuration not stated)
  i	0.5	-3%	-9.7%	-35	715	-9%	6%	-9%	0.6%	2%
CC(C)(C)NC(=O)c1ccc(COCC(F)(F)F)o1
  i	0.6	2%	-2.6%	-20	720	-6%	-3%	-2%	0.0%	2%
CC1(C)CC(=O)C2=C(C1)Nc1nc(SCCN3CCOCC3)[nH]c(=O)c1C2c1cccs1 (configuration not stated)
  i	0.9	3%	-2.7%	8	760	13%	0%	5%	-1.2%	.
O=c1cc(N2CCN(c3ccc(F)cc3)CC2)[nH]c(=O)n1C1CCCCC1
  ?	.	1%	-3.7%	.	.	-20%	12%	3%	-2.6%	-7%
N#CC(C#N)=Cc1cnc(N2CCN(c3ccccc3)CC2)s1
  i	1.1	-7%	.	.	.	-2%	3%	-6%	0.4%	7%
CN(CC/C=C1/c2ccccc2CSc2ccccc21)CCCO
  i	0.5	-7%	-0.7%	4	670	-4%	-2%	-15%	-1.5%	-3%
CCN(CC)CCC(=O)NC(C)(C)Cc1ccc(O)cc1
  i	1.8	6%	-3.1%	.	.	0%	-1%	-8%	32%	-5%
C=CCn1c(=O)c2ccccc2n2c(SCC(=O)NCc3cccs3)nnc12
  i	1.1	-3%	-0.9%	.	.	-12%	2%	-6%	-1.1%	-4%
COc1ccc(C)cc1S(=O)(=O)NCCc1ccccc1
  i	6.5	-1%	-3.3%	-8	761	-7%	3%	2%	1.0%	-3%
CCCC(=O)N(CCc1ccc(OC)cc1)Cc1nc2ccccc2c(=O)[nH]1
  i	1.7	1%	-1.8%	-13	770	20%	-11%	-4%	-1.5%	-4%
C=CCn1nc(-c2ccccc2)c(N2CCCCC2)cc1=O
  i	0.7	8%	-1.9%	5	709	2%	6%	-2%	-1.9%	-11%
O=C(NCc1ccccc1)C(c1ccc(F)cc1)N(Cc1ccc2c(c1)OCO2)C(=O)Cn1nnc(-c2cccs2)n1 (configuration not stated)
  i	1.6	7%	-6.2%	-10	731	-5%	12%	-6%	1.4%	-4%
O=C(CSc1nncn1-c1ccccc1)NCc1cccs1
  i	1.7	3%	-1.8%	7	827	19%	1%	-9%	2.5%	-5%
COc1ccc(NS(=O)(=O)c2ccc(O)c(NC(=O)c3ccc(S(=O)(=O)N4CCCCCC4)cc3)c2)cc1
  i	0.6	17%	-6.2%	11	648	0%	15%	-2%	7.2%	6%
Cc1ccc(Sc2ncccc2COC(=O)NC(C)C)cc1
  i	0.0	0%	-7.0%	-7	683	-45%	-4%	-4%	-1.0%	2%
O=C(c1cc2cc(Br)cc(Br)c2oc1=O)N1CCCC1
  i	0.9	3%	-2.9%	-6	734	8%	-11%	-6%	1.3%	-4%
COc1ccccc1Cn1c(=O)c2ccccc2n2c(SCC(=O)N3CCCCC3)nnc12
  i	0.4	-2%	.	-3	611	27%	4%	4%	-0.3%	-8%
O=C(C1CC1)N(CCc1ccccc1)Cc1nc2ccccc2c(=O)[nH]1
  i	1.0	2%	-6.2%	2	703	5%	2%	0%	-0.5%	-10%
C/C(=N\Nc1cc(C)nc(-c2ccccc2O)n1)c1ccccc1
  i	0.0	-5%	21%	0	636	-8%	34%	3%	1.8%	-4%
O=C1[C@H]2[C@@H](C3CC3)N3C(=O)CN(Cc4ccccn4)C(=O)[C@@]3(Cc3ccccc3)[C@H]2C(=O)N1c1ccccc1
  i	0.8	1%	.	-8	760	13%	-5%	-11%	0.5%	-5%
COc1ccc(NC(=O)c2cc3c(-c4ccc(OC)c(OC)c4)nn(C)c3s2)cc1OC
  i	1.9	-8%	-9.0%	4	721	11%	34%	-2%	7.2%	7%
CCc1ccc(NC(=S)Nc2cc(OC)c(NC(=O)C(C)C)cc2OC)cc1
  i	0.1	-2%	-4.6%	-1	719	9%	-4%	2%	-1.6%	5%

Three entries from above, sorted by molar mass, rising.
Second line of a record – Myeloid diff MLP	Myeloid diff MLP GFP+ MAC1+ %	Siah-1 displacement	XIAP displacement	Hep lipid drop	Hep lipid drop cells 6.5 µM	NOD2 inhibition	AID2073	LYP inhibition	HIV fusion peptide	Dengue-2 NS5 capping
Cc1ccc(Sc2ncccc2COC(=O)NC(C)C)cc1
  i	0.0	0%	-7.0%	-7	683	-45%	-4%	-4%	-1.0%	2%
C/C(=N\Nc1cc(C)nc(-c2ccccc2O)n1)c1ccccc1
  i	0.0	-5%	21%	0	636	-8%	34%	3%	1.8%	-4%
COc1ccccc1Cn1c(=O)c2ccccc2n2c(SCC(=O)N3CCCCC3)nnc12
  i	0.4	-2%	.	-3	611	27%	4%	4%	-0.3%	-8%

New compounds follow:
Second line of a record – Myeloid diff MLP	Myeloid diff MLP GFP+ MAC1+ %	Siah-1 displacement	XIAP displacement	Hep lipid drop	Hep lipid drop cells 6.5 µM	NOD2 inhibition	AID2073	LYP inhibition	HIV fusion peptide	Dengue-2 NS5 capping
Cc1ccc(NC(=O)C2CCCN2S(=O)(=O)c2ccc3c(c2)CCC(=O)N3)cc1Cl (configuration not stated)
  i	2.6	1%	-13%	.	.	-6%	-9%	2%	3.7%	-10%
COc1ccccc1-n1c(SCC(=O)NC(C)(C)C)nc(O)c(Cc2ccccc2)c1=O
  i	0.9	3%	-4.2%	.	.	12%	-3%	-7%	3.2%	-4%
CN(c1ccc(C(=O)NCCSC(C)(C)C)cc1)S(=O)(=O)c1ccccc1
  .	.	5%	-2.2%	-7	685	-7%	-3%	-5%	-1.9%	0%
CC(=O)Nc1ccc(S(C)(=O)=O)c(C)c1
  i	0.2	5%	-5.3%	1	627	4%	-4%	-5%	-2.0%	3%
Clc1ccccc1CN1CCN(/N=C/C=C\c2ccco2)CC1
  i	0.4	0%	2.1%	16	663	-26%	34%	2%	3.7%	.
C/C=C/c1ccc(OCC(=O)Nc2cc(C(F)(F)F)ccc2N2CCOCC2)c(OC)c1
  i	2.3	1%	.	-7	742	2%	24%	-4%	0.5%	-3%
COC(=O)Nc1ccc(N2CCOCC2)c(S(=O)(=O)N2CCOCC2)c1
  i	0.0	13%	.	-7	747	-11%	-7%	-10%	-1.7%	-3%
O=C(NCc1ccco1)C(=O)NCC1OCCN1C(=O)c1ccc(Cl)cc1 (configuration not stated)
  i	0.8	0%	.	-1	704	11%	6%	-5%	-0.1%	-8%
COC(=O)CSc1nnc(NC(=O)C2CC(=O)N(c3ccc(F)cc3)C2)s1 (configuration not stated)
  i	6.0	-8%	.	-29	692	-18%	8%	3%	4.7%	-8%
O=C(O)c1cccc(N2CCCC2)c1
  i	1.2	4%	-5.7%	14	764	10%	37%	-10%	2.7%	-1%

Only part of the results is shown; count on the stated rates, not on these rows.
